FID counter: compounds displacing fluorescent DNA intercalator, primary screen, artefact control for HCV NS3 helicase inhibitor project, biochemical, FID fluorescence; DNA fluorescent intercalator displacement; 290,000 compounds, 0.17% hits; inhibition, % at 7.9 µM; AID 1845, 2009; in the data active = inhibition above about 37%;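 note: 0% = vehicle and 100% = reference compound; higher means more ethidium bromide displaced from hairpin DNA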
PfM18AAP inh: PfM18AAP inhibitors, malaria aminopeptidase, primary screen, biochemical, QFRET, recombinant enzyme; 290,000 compounds, 1.2% hits; H-Glu-NHMec fluorogenic cleavage; M18 aspartyl aminopeptidase (Plasmodium falciparum 3D7); inhibition, % at 7.35 µM;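 active = inhibition above the campaign mean inhibition over all tested compounds plus 3 SD, cut at about 28% in these data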;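 note: 0% = plate median of test compound wells and 100% = 2 mM ZnCl2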
IMP-1 inhibitor: IMP-1 metallo-beta-lactamase inhibitors, primary screen, biochemical, epi-absorbance readout, Pseudomonas aeruginosa enzyme. metallo-beta-lactamase IMP-1 (Pseudomonas aeruginosa). purified IMP-1, nitrocefin hydrolysis, epi-absorbance fluorescence. inhibition, % at 5.6 µM. 290,000 compounds, 0.45% hits. AID 1556, 2009;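 active = inhibition above the mean plus 3 SD of all compounds in the same screening run, cut at about 4.5% in these data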;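 note: 0% = IMP-1 with DMSO and 100% = DMSO wells lacking enzyme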
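Assay system: purified IMP-1; Quantity: IMP-1 0.2 nM before substrate addition; Medium: HEPES buffer pH 7.1 with ZnSO4 and Brij 35; Incubation: 15 min enzyme–compound preincubation, then 25 min nitrocefin reaction, 25 °C; Signal: fluorescence quenching readout, ex 480/em 530 nm; Controls: DMSO with and without IMP-1; Repeats: singlicate testing.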
UBC9 SUMO inh: inhibitors of in vitro SUMOylation cascade, primary screen, biochemical, HTRF, uHTS. SUMO-conjugating enzyme UBC9 (Homo sapiens), P63279. HTRF SUMOylation assay, SAE1/SAE2 + UBC9. inhibition, % at 35 µM. 290,000 compounds, 0.36% hits; in the data active = inhibition above about 50%, passing the limit was not always enough; note: strong numbers were not always called active
pCIP destab: p/CIP-EGFP fusion destabilizers, primary screen, fluorescence, F442A cells. Q05BA5. 16 h. decrease of EGFP signal, % at 10 µM. 290,000 compounds, 0.01% hits;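 active = EGFP signal decrease of at least 30% at 10 µM or well 3 SD below plate mean, unless failing retest; inactive = the rest, including hits failing retest or dose response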; note: some compounds called inactive have numbers as strong as hits; many of its hits are not listed in these tables
HCV NS3 hel inh: inhibitors of HCV NS3 helicase, primary screen, biochemical, Cy5 molecular beacon fluorescence; Hepatitis C virus NS3 helicase; NS3 helicase DNA unwinding; inhibition, % at 10.9 µM; 290,000 compounds, 0.56% hits; AID 1800, 2009;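 active = inhibition above the mean of all tested compounds plus 3 SD, set per campaign, cut at about 35% in these data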;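 note: 0% = DMSO wells and 100% = thioflavine S control wells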
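Measured by: Cy5 fluorescence, 0 and 60 min reads / Assay system: NS3 helicase fragment of HCV / Control set: low DMSO, high thioflavine S at 110 µM / Times: 1 h reaction at 25 °C, ATP-initiated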
IDE act: human IDE activators in live cells, primary screen, fluorescence polarization, HEK cells, FAbeta-B substrate. Insulin-degrading enzyme (Homo sapiens), P14735. FAbeta-B cleavage; 0% vehicle, 100% cell-free pure enzyme wells. activation, % at 5.96 µM. 340,000 compounds, 0.073% hits;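 active = activation above the mean of all tested compounds plus 3 SD, set per screening campaign, cut at about 17% in these data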
VIM-2 inhibitor: VIM-2 metallo-beta-lactamase inhibitors, primary screen, biochemical, epi-absorbance readout, Pseudomonas aeruginosa enzyme. purified VIM-2, nitrocefin hydrolysis, epi-absorbance fluorescence. inhibition, % at 5.6 µM. 290,000 compounds, 0.89% hits. AID 1527, 2009;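 active = inhibition above the mean of all tested compounds plus 3 SD, cutoff set per screening run, cut at about 7.5% in these data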;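 note: red hydrolysis product quenches plate fluorescence so inhibitors raise well fluorescence; 0% = enzyme with DMSO and 100% = DMSO without enzyme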
IDE cell inh: human IDE inhibitors in live cells, primary screen, fluorescence polarization, HEK cells, FAbetaB substrate | Insulin-degrading enzyme (Homo sapiens), P14735 | FAbetaB cleavage | inhibition, % at 5.59 µM | 320,000 compounds, 0.41% hits | AID 434962, 2010;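 active = percent inhibition above the average of all tested compounds plus 3 SD, set per screening campaign, cut at about 16% in these data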;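 note: IDE supplied by intact live HEK cells; FP after avidin binding of uncleaved biotin substrate so inhibition keeps polarization high; 0% = DMSO wells and 100% = 60 µM reference IDE inhibitor Ii1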
* hit, by the source's call; · = no result given.

structure	FID counter	PfM18AAP inh	IMP-1 inhibitor	UBC9 SUMO inh	pCIP destab	HCV NS3 hel inh	IDE act	VIM-2 inhibitor	IDE cell inh
O=C(N/N=C/c1c[nH]c2ccccc12)C1COc2ccccc2O1 (stereo not given)	1.6	-1.3	-2.1	-11.8	5.9	4.4	5.8	-3.8	2.2
Cc1nc2ccccn2c1C(=O)N/N=C/c1ccc2c(c1)OCO2	-13.6	14.6	-1.2	-7.6	-7.9	40.1*	4.8	-1.3	-0.1
Clc1cccc(OCc2nnc(-c3ccccc3Br)o2)c1	-26.7	7.4	-3.8	-6.6	-4.7	7.8	0.1	-1.5	5.9
Cc1ccc(Cn2c(SCC(=O)N/N=C/c3ccccc3OCC(=O)O)nc3ccccc32)cc1	-15.6	5.4	-4.7	9.3	-16.7	7.0	4.6	-1.6	-0.1
CCCCOCCCNC(=O)c1ccc2c(c1)OCO2	-8.5	6.6	-3.4	13.4	-20.8	0.6	1.2	-2.6	2.3
COc1cccc(CN2CCNC(=O)C2CC(=O)N(C)C2CCCCC2)c1OC (stereo not given)	-42.1	5.9	-2.2	5.3	-12.8	-8.3	4.4	-0.6	-0.4
CC(OC(=O)CCOc1ccccc1)C(=O)Nc1ccc(Cl)cn1 (stereo not given)	-26.1	-18.6	0.4	7.9	-16.2	-3.8	3.0	1.1	-3.8
C#CCOCCOCCOCCNc1nc(N2CCN(C(=O)[C@H](Cc3cc4ccccc4[nH]3)n3cc([C@@H](N)C(C)CC)nn3)CC2)nc(N2CCN(C(=O)[C@H](Cc3cc4ccccc4[nH]3)n3cc([C@@H](N)CC(C)C)nn3)CC2)n1 (stereo not given in full)	40.8*	-10.8	-0.1	-14.1	-8.1	-73.7	·	-3.7	4.4
CCCc1c(O)nc(SCCN(CCC)CCC)[nH]c1=O	-1.6	-4.7	-2.1	-6.5	-1.0	-5.5	3.3	-1.4	0.4
CCCCC(=O)Nc1ccc(NC(=O)c2ccco2)cn1	-7.5	-0.1	-3.0	-2.0	3.4	19.4	-3.2	0.9	-2.7
CCOC(=O)c1cnn(-c2cccc(Cl)c2)c1N	-1.3	3.2	-1.1	10.4	-1.1	0.5	4.7	0.3	2.9
Cc1cc(NC(=O)c2ccccc2F)on1	-0.7	-6.4	-2.8	4.0	-8.8	-3.7	4.0	-1.0	1.7
CSc1ncc(Cl)c(C(=O)Nc2cc(C)ccc2C)n1	-3.7	-9.5	-1.6	25.9	3.6	-1.1	-2.7	-1.0	1.1
CCC(Sc1nc2cc3c(cc2c(=O)n1Cc1ccco1)OCO3)C(=O)Nc1ccccc1OC (stereo not given)	-4.3	3.7	-1.6	1.5	-1.6	4.9	2.3	-2.7	11.5
Cc1cc(C)c(NC(=O)Cn2cnc3c(oc4ccccc43)c2=O)c(C)c1	-14.0	-2.3	-2.5	7.0	1.3	-0.9	0.9	-1.8	-0.3
CN(C(=O)COC(=O)c1ccc2c(c1)OCCO2)c1ccccc1	-22.2	2.1	-1.5	-5.7	7.7	-8.4	9.4	-2.2	-4.7
COc1cccc(NC(=O)COC(=O)Cc2ccc(Cl)cc2)c1	0.1	-3.4	-1.0	-0.6	19.0	-2.9	2.9	0.4	-3.6
CC(=O)c1c(NCc2ccccc2)nc(=O)n(-c2ccccc2)c1C	-11.2	-9.7	-4.0	13.0	0.2	-4.0	0.3	-1.0	0.6
Brc1ccc(-c2csc(N/N=C/c3cccnc3)n2)cc1	-4.5	1.6	-1.1	14.1	-26.5	-13.3	-4.3	0.1	0.7
Cc1nc(SCC(=O)Nc2cc(C)on2)c2c(=O)n(C)c(=O)n(C)c2n1	0.7	-3.7	0.6	-6.8	18.8	-3.4	2.5	-1.9	0.6
CC(C)C(NC(=O)OCc1ccccc1)C(=O)OCC(=O)NCc1ccco1 (stereo not given)	-27.3	2.0	-1.6	-5.2	7.4	20.1	-2.4	-2.5	1.1
Clc1ccc2c(NCc3ccccn3)ncnc2c1	0.2	-1.5	-4.8	-5.6	5.0	-2.4	6.0	-1.0	4.1
Oc1ccc(/C=N/Nc2ncc(Cl)cc2Cl)cc1	-7.0	4.1	-4.3	10.6	4.3	7.1	-0.3	-2.8	5.7
O=C(COC(=O)Cc1n[nH]c(=O)c2ccccc12)Nc1cccc(C(F)(F)F)c1	-2.2	1.8	-1.9	-9.6	-2.6	-6.8	1.5	-5.0	9.5
c1ccc(-c2nc(NCc3cccnc3)c3oc4ccccc4c3n2)cc1	-5.5	-7.0	-6.1	6.7	9.7	-27.6	3.4	-2.2	1.5
CSc1nc(-c2ccc(Cl)cc2)nn1C(=O)c1ccco1	3.6	7.0	-2.1	21.2	-2.2	-1.3	7.3	-1.9	-2.3
Cc1cc(C)n(-c2ccc(C)c(Cl)c2)n1	0.2	-21.6	-0.9	-8.0	-2.2	-4.0	1.2	1.5	1.3
O=C(CSc1ccc2c(c1)OCCO2)Nc1ncc(Cl)cc1Cl	-10.3	3.1	-3.8	5.8	-5.3	-2.4	3.5	-4.4	2.7
COc1cccc(CNC(=O)CCCn2ncn3c(cc4occc43)c2=O)c1	-26.4	-11.3	2.0	16.7	-13.3	-2.3	6.8	-0.6	0.4
Cc1ccc(C(=O)Nc2ccc3c(c2)nc2n3CCSC2)cc1	-8.4	2.3	-2.9	22.9	-3.5	-0.1	2.9	-2.3	1.6
COC(=O)c1ccccc1Oc1ccc(NC(=O)C(C)(C)CCl)cc1	-17.2	0.8	-0.6	-1.1	2.2	0.0	1.0	-0.8	3.5
NNC(=O)CN1C(c2ccccc2Br)=Nc2ccc(Br)cc2C1c1ccccc1 (stereo not given)	-12.1	-8.4	-4.0	-13.1	-9.6	-12.4	0.7	-5.8	-1.8
COc1ccc2c(c1)OC/C(=C/c1cccs1)C2=O	-2.4	4.0	-2.7	-10.0	-27.9	-0.4	7.1	-0.9	-10.6
CN(C)Cc1c(C(=O)N/N=C/C=C/c2ccccc2)nnn1-c1nonc1N	-12.3	-3.1	0.4	-2.7	-4.3	20.5	-2.7	-3.2	9.6
N#Cc1cc2cc3c(cc2nc1N1CCCCC1)OCCO3	-5.3	5.6	0.1	3.8	-1.7	13.2	3.2	-2.0	0.2
c1ccc(N2CCN(c3ccccc3)C2c2cccnc2)cc1	2.8	-6.4	-2.4	-20.8	-5.7	-7.0	6.8	-0.8	9.7
CC(C)C(NC(=O)COc1ccccc1)C(=O)O (stereo not given)	5.0	2.6	-4.8	0.8	2.5	6.0	-6.1	-2.5	-5.1
CCNC(=O)C1Cc2ccccc2CN1S(=O)(=O)c1ccc(F)cc1 (stereo not given)	-11.0	-4.8	-3.8	20.3	0.7	-12.8	4.6	-4.2	6.6
Cc1ccc(SCCSc2nc(C)cc(=O)[nH]2)cc1	-18.5	-3.4	-5.2	7.9	14.7	-8.4	-12.4	-0.8	7.2
COC(=O)Cn1nc(-c2ccc(C)c(S(=O)(=O)N(C)C)c2)c2ccccc2c1=O	-5.8	-0.4	-5.2	-4.8	0.4	3.4	1.3	-5.4	2.2
COC(=O)CCC(=O)N1CCOCCOCCN(C(=O)CCC(=O)OC)CCOCCOCC1	-6.5	-4.5	-3.0	10.4	-89.3	-2.0	2.0	-3.5	4.1
CCC(C)(C)NC(=O)C(c1ccc(OC)cc1)N(C(=O)CCC(=O)Nc1cc(C)on1)c1cccc(F)c1 (stereo not given)	-49.9	0.7	-0.4	1.0	-0.7	-3.0	4.5	-1.2	-2.5
CCNC(=O)N(C(=O)NCC)n1c(C)nnc1C	-2.1	-3.6	-1.4	11.3	-15.2	1.4	-1.4	-4.8	-0.2
CSCCC(NS(=O)(=O)c1ccc2c(c1)OCCO2)C(=O)N(C)Cc1ccc(C)cc1 (stereo not given)	-45.7	4.2	-1.9	7.1	-12.4	-6.2	5.3	-2.4	-10.1
Cc1cc(C(F)(F)F)n2nc(C(=O)O)c(Cl)c2n1	-5.6	-4.4	-2.3	9.2	-15.1	8.1	8.2	-3.4	3.0
COC(=O)COc1ccc2cc(-c3ccc(OC)cc3)c(=O)oc2c1	-16.5	2.2	-2.5	34.6	6.0	0.1	1.3	-1.3	-7.0
S=C(NCc1ccco1)Nc1cccc(Cl)c1	4.8	0.5	-0.4	3.3	-3.2	-0.2	-0.9	-2.1	1.1
N#Cc1sc2nc(-c3cccs3)cc(-c3ccccc3)c2c1N	-16.7	10.3	2.4	26.9	-40.3	27.9	1.6	1.1	4.6
COCCCNCCCCOc1ccc(OCc2ccccc2)cc1	27.7	-0.5	-4.0	15.7	-8.9	-25.3	0.0	0.2	5.6
COc1ccc(NC(=O)C2CCN(C(=O)NC3CCCCC3)CC2)c(OC)c1	-11.2	-4.3	-3.0	4.3	-8.1	-1.5	1.0	-0.4	2.9

New compounds follow:
structure	FID counter	PfM18AAP inh	IMP-1 inhibitor	UBC9 SUMO inh	pCIP destab	HCV NS3 hel inh	IDE act	VIM-2 inhibitor	IDE cell inh
CC(C)OCC(O)CN1CCN(C(c2ccccc2)c2ccccc2)CC1 (stereo not given)	15.7	1.9	-6.5	6.8	-4.4	-2.4	-1.9	-6.8	-4.0
COc1cc(NC(=O)CN(c2cc(C)cc(C)c2)S(=O)(=O)c2c(C)noc2C)cc(OC)c1	-9.9	-0.7	-3.7	-2.6	-13.0	-2.8	7.3	-4.5	0.9
COc1ccc2c(c1)CC(=O)NC=C2	1.2	-10.0	-0.2	7.5	7.5	-1.0	-2.2	0.3	0.7
COc1cc(C(=O)N2CCc3ccccc32)ccc1OCc1c(C)noc1C	-29.4	4.0	-1.7	-12.0	1.9	-0.9	2.8	-0.6	-2.2
Cn1c(=O)n(CC(N)=O)c(=O)c2c1nc(Br)n2Cc1ccccc1	-4.6	-16.3	-0.9	15.9	-17.1	-14.8	-3.1	-1.2	0.9

Among those listed so far, two contain a cyano group:
structure	FID counter	PfM18AAP inh	IMP-1 inhibitor	UBC9 SUMO inh	pCIP destab	HCV NS3 hel inh	IDE act	VIM-2 inhibitor	IDE cell inh
N#Cc1cc2cc3c(cc2nc1N1CCCCC1)OCCO3	-5.3	5.6	0.1	3.8	-1.7	13.2	3.2	-2.0	0.2
N#Cc1sc2nc(-c3cccs3)cc(-c3ccccc3)c2c1N	-16.7	10.3	2.4	26.9	-40.3	27.9	1.6	1.1	4.6

Source: PubChem BioAssay
